# High-throughput results: PubChem BioAssay, several laboratories
# HIV fusion peptide = cell-free HIV fusion peptide-binding blockers – biochemical, uHTS, fluorescence dequenching, primary screen (AID 1986). cell-free peptide binding, fluorescence dequenching, 30 min; higher % means a stronger effect. one-dose inhibition, % at 20 µM; IC50 in µM for titrated hits. 290,000 compounds, 0.3% hits; in the data active means inhibition mostly above about 52%, no sharp cut-off; inactive means mostly below about 76%; further: some results filed as inactive read as strong as hits
# K1F lysis inhibition = protection from phage-mediated lysis, alamar blue read-out – E. coli UTI89, K1F phage, bacterial capsule biogenesis inhibitors (AID 488966); E. coli UTI89 K1F phage lysis, alamar blue, 2 h; higher % means a stronger effect; one-dose inhibition, % at 100 µM; IC50 in µM for titrated hits; 340,000 compounds, 0.02% hits;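 active means phage lysis inhibition, versus mean bacterial control, above a set limit; inconclusive means no clear call, values can overlap the other calls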;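 further: capsule biogenesis inhibitors block K1F phage lysis so surviving cells raise fluorescence; higher fluorescence means more inhibition of phage lysis; actives were called in the ten point dose series up to 300 µM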
# Rac1 GTP hydrolysis = MgcRacGAP GTPase-activating activity inhibitors, confirmation, biochemical, ADP Hunter fluorescence. MgcRacGAP-stimulated Rac1 GTP hydrolysis, ADP Hunter fluorescence; higher % means a stronger effect; GST-tagged Rac1 F28L mutant substrate. inhibition, % at 30 µM, or IC50 in µM where a hit was titrated. 340,000 compounds, 0.6% hits;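 active means first-screen hits whose inhibition reached a set limit at any dose in the follow-up dose series; inconclusive means inhibition above the set first-screen limit but never retested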;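 further: fluorescence reports GDP produced by GAP-driven GTP hydrolysis; strong numbers were not always called active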
# GPR35 arrestin U2OS = inhibition of zaprinast-stimulated GPR35 beta-arrestin translocation – imaging, U2OS, beta-arrestin-GFP, zaprinast agonist, primary screen (AID 2058); 290,000 compounds, 0.052% hits; U2OS GPR35 beta-arrestin-GFP translocation imaging, zaprinast antagonism; higher % means a stronger effect; inhibition, % at 10 µM; hits with a dose series show IC50 in µM;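 active means inhibition of at least 50% with at least 30 cells and total cytoplasm GFP at most 10,000,000; inconclusive means under 30 cells or total GFP of 10,000,000 plus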
# SV40 large T antigen = SV40 large T antigen inhibitors, biochemical (AID 1903); SV40 large T antigen ATPase/helicase inhibition assay; higher % means a stronger effect; inhibition, % at 20 µM, or IC50 in µM where a hit was titrated; 310,000 compounds, 0.39% hits; in the data active means a potency from the dose series; inconclusive means inhibition mostly from about 32% at the one dose, without a potency; inactive means the rest, 99 in 100 with inhibition below about 32%; further: strong numbers were not always called active
# RSV antiviral HEp-2 = inhibition of RSV-induced cytopathic effect – HEp-2 cells, primary 10 µM value included (AID 2391). HEp-2 cells, RSV-induced CPE inhibition; higher % means a stronger effect. 310,000 compounds, 0.13% hits. one-dose CPE inhibition, % at 10 µM; IC50 in µM for titrated hits; in the data active means a potency from the dose series; inconclusive means CPE inhibition mostly from about 23% at the one dose, without a potency; inactive means the rest, 99 in 100 with CPE inhibition below about 21%; further: strong numbers were not always called active
# PhoP inhibition = PhoP-dependent GFP reporter repression – Salmonella Typhimurium, primary screen (AID 1863) | S. Typhimurium PhoP-regulated promoter GFP reporter, 4 h; higher % means a stronger effect | inhibition, % at 50 µM; hits with a dose series show IC50 in µM | 300,000 compounds, 0.16% hits;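 active means inhibition over 29.93%, a cutoff 3 SD above the screen mean, later confirmed by dose response; inconclusive means inhibition over 29.93% but no dose response follow-up; inactive means inhibition at most 29.93% or unconfirmed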;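 further: 0% = low Mg2+ inducing control and 100% = high Mg2+ repressing control; strong numbers were not always called active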
# GPR55 antagonists = GPR55 antagonists blocking LPI-driven arrestin recruitment, primary screen, imaging, U2OS, beta-arrestin-GFP, LPI agonist (AID 2013). U2OS GPR55 beta-arrestin-GFP translocation imaging, LPI antagonism; higher % means a stronger effect. one-dose inhibition, % at 10 µM; IC50 in µM for titrated hits. 290,000 compounds, 0.13% hits;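 active means spots per cell inhibited over 60%, with over 100 cells counted and total cytoplasm intensity under 500,000; inconclusive means wells with under 100 cells, flagged as likely toxic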;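 further: U2OS cells stably carrying GPR55 and arrestin-GFP stimulated by 5 µM LPI near EC80; imaged beta-arrestin-GFP aggregate spots per cell after agonist stimulation; plate controls were LPI-stimulated DMSO wells for no effect and DMSO wells without LPI for full effect; some results filed as inactive read as strong as hits; confirmed hits need IC50 under 10 µM and bright autofluorescent wells are also inconclusive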
# Dengue-2 NS5 capping = Dengue-2 NS5 methyltransferase inhibitors, primary screen, biochemical, confirmation dose response (AID 588689); Dengue-2 NS5 methyltransferase capping enzyme assay, biochemical; higher % means a stronger effect; inhibition, % at 25 µM; hits with a dose series show IC50 in µM; 340,000 compounds, 0.3% hits; in the data active means a potency from the dose series; inconclusive means inhibition above about 29% without an active follow-up result
# Dengue-2 NS5 capping pilot replicate = recorded beside Dengue-2 NS5 capping, whose call it bears; inhibition, %; measured here: pilot screen replicate inhibition
# An asterisk follows results filed as active; ? = inconclusive; / = not tested or not shown; [ ] = another dose, or the depositor's remark. An unsorted share of the library (roughly 1.5% active in at least one column).
SMILES,HIV fusion peptide,K1F lysis inhibition,Rac1 GTP hydrolysis,GPR35 arrestin U2OS,SV40 large T antigen,RSV antiviral HEp-2,PhoP inhibition,GPR55 antagonists,Dengue-2 NS5 capping,others
CCOc1c2ccc(C(=O)NCc3ccco3)cc2nn1CCOC,7.0%,0.5%,7%,5%,14%,0.0%,5%,11%,-6%,
COc1nc(Oc2ccc(=O)n(C)n2)nc(N(C)C)n1,0.0%,0.8%,9%,14%,/,0.3%,-1%,-5%,2%,
N#CCc1ccc(NS(=O)(=O)c2cccs2)cc1,-1.5%,0.6%,8%,12%,10%,1.0%,6%,9%,-1%,Dengue-2 NS5 capping pilot replicate=0.0
COc1ccc(OCC(=O)N/N=C(\C)CC(=O)Nc2ccc(OC)cc2[N+](=O)[O-])cc1,-3.5%,0.0%,4%,-20%,2%,4.0%,1%,4%,-6%,
COc1ccccc1CC(=O)Nc1ccc(-c2noc(COc3ccc(Cl)c(C)c3)n2)cc1,-0.8%,-0.4%,0%,12%,15%,-0.2%,-16%,4%,5%,Dengue-2 NS5 capping pilot replicate=-2.0
Cc1sc(-c2ccncc2)nc1OC(=O)c1cc(Cl)cc(Cl)c1,1.5%,0.2%,11%,1%,9%,/,20%,16%,1%,
Cc1nn(-c2ccccc2)c2c1C(=O)NC(=O)C(C)(C)C2,-1.8%,0.3%,8%,-5%,8%,0.9%,-18%,11%,1%,
COc1cc(CCC(=O)OCn2nnc3ccccc3c2=O)cc(OC)c1OC,-3.9%,0.1%,5%,13%,4%,1.7%,4%,-10%,1%,
COc1ccc(C(C(=O)NCC2CCCO2)N(Cc2cccs2)C(=O)c2snc(C(N)=O)c2N)cc1OC (configuration not stated),0.1%,-0.1%,-1%,-11%,-4%,2.5%,3%,1%,-4%,
N#Cc1c(NC(=O)CSC2=NCCS2)sc2c1CCCC2,-1.4%,0.3%,9%,13%,14%,43%,3%,-5%,-8%,Dengue-2 NS5 capping pilot replicate=-3.8
Cc1cccn2c(=O)c(/C=C(\C#N)C(=O)NCc3ccco3)c(N3CCOCC3)nc12,-0.6%,/,/,12%,13%,1.1%,-7%,-3%,/,
CC(C)C(=O)Nc1c2c(nn1-c1ccc(F)cc1)CSC2,0.5%,0.5%,8%,-12%,6%,2.4%,-9%,15%,-1%,
O=C(NCCc1ccccc1)C(=O)c1c(-c2ccccc2)[nH]c2ccccc12,1.4%,4.1%,4%,-11%,13%,1.9%,2%,-8%,-1%,
Cc1nc2cc(NC(=O)c3ccco3)ccc2n1C,-1.5%,-0.3%,8%,-6%,23%,0.9%,6%,-7%,-1%,
CCOC(=O)C(NC(=O)Nc1cccc(C)n1)(OCC(F)(F)F)C(F)(F)F (configuration not stated),5.1%,1.1%,3%,15%,3%,1.8%,-1%,11%,-11%,
CCOc1cc(/C=C2/NC(=O)N(CC(=O)OC)C2=O)ccc1OC,0.8%,0.3%,9%,2%,31%,-0.8%,-5%,11%,-4%,
CCOC(=O)C1CCN(C(=O)Cc2ccc(OC)c(OC)c2)CC1,-1.2%,0.0%,11%,-9%,11%,0.6%,6%,0%,0%,
CNC(=O)COc1ncnc2scc(-c3ccc(F)cc3)c12,-1.7%,0.2%,-2%,-1%,2%,3.1%,11%,7%,-8%,
NC(=O)c1ccc[n+](CC(=O)OCCC23CC4CC(CC(C4)C2)C3)c1,-0.3%,1.1%,7%,1%,2%,1.1%,-1%,13%,1%,
COc1ccccc1Nc1nc(NCCCN(C)C)nc(N)c1[N+](=O)[O-],-1.7%,-0.1%,4%,21%,17%,4.8%,-2%,38%,-1%,
CCCC(=O)OCC(=O)NC1CCCc2ccccc21 (configuration not stated),-1.9%,-0.2%,5%,-8%,2%,0.2%,6%,13%,1%,
Cc1cc(OCCN2CCCCCC2)ccc1[N+](=O)[O-],1.8%,0.2%,29%,-2%,-2%,-1.0%,12%,8%,2%,
O=C(CN1C(=O)COc2ccccc21)Nc1ccc(N2CCOCC2)cc1,1.1%,1.5%[50 µM],5%,4%,6%,0.6%,2%,2%,4%,
N/C(=N\OC(=O)c1ccc([N+](=O)[O-])cc1Cl)c1ccccn1,-0.9%,-0.8%,12%,-16%,5%,11%,4%,19%,-2%,
O=C(CCc1nc2ccccc2c(=O)[nH]1)OCCOc1ccc(Cl)cc1,-2.6%,-0.1%,9%,-2%,9%,-1.1%,6%,-4%,-1%,

# 4 records drawn at random from those above, as already listed:
SMILES,HIV fusion peptide,K1F lysis inhibition,Rac1 GTP hydrolysis,GPR35 arrestin U2OS,SV40 large T antigen,RSV antiviral HEp-2,PhoP inhibition,GPR55 antagonists,Dengue-2 NS5 capping,others
N#CCc1ccc(NS(=O)(=O)c2cccs2)cc1,-1.5%,0.6%,8%,12%,10%,1.0%,6%,9%,-1%,Dengue-2 NS5 capping pilot replicate=0.0
CCOc1cc(/C=C2/NC(=O)N(CC(=O)OC)C2=O)ccc1OC,0.8%,0.3%,9%,2%,31%,-0.8%,-5%,11%,-4%,
CCOC(=O)C(NC(=O)Nc1cccc(C)n1)(OCC(F)(F)F)C(F)(F)F (configuration not stated),5.1%,1.1%,3%,15%,3%,1.8%,-1%,11%,-11%,
CCCC(=O)OCC(=O)NC1CCCc2ccccc21 (configuration not stated),-1.9%,-0.2%,5%,-8%,2%,0.2%,6%,13%,1%,

# Of the compounds above, 3 have a cyano group.
SMILES,HIV fusion peptide,K1F lysis inhibition,Rac1 GTP hydrolysis,GPR35 arrestin U2OS,SV40 large T antigen,RSV antiviral HEp-2,PhoP inhibition,GPR55 antagonists,Dengue-2 NS5 capping,others
N#CCc1ccc(NS(=O)(=O)c2cccs2)cc1,-1.5%,0.6%,8%,12%,10%,1.0%,6%,9%,-1%,Dengue-2 NS5 capping pilot replicate=0.0
N#Cc1c(NC(=O)CSC2=NCCS2)sc2c1CCCC2,-1.4%,0.3%,9%,13%,14%,43%,3%,-5%,-8%,Dengue-2 NS5 capping pilot replicate=-3.8
Cc1cccn2c(=O)c(/C=C(\C#N)C(=O)NCc3ccco3)c(N3CCOCC3)nc12,-0.6%,/,/,12%,13%,1.1%,-7%,-3%,/,

# Next part.
SMILES,HIV fusion peptide,K1F lysis inhibition,Rac1 GTP hydrolysis,GPR35 arrestin U2OS,SV40 large T antigen,RSV antiviral HEp-2,PhoP inhibition,GPR55 antagonists,Dengue-2 NS5 capping,others
COc1ccc(/C=N/NC(=O)c2ccc(C)cc2)cc1CN1CCN(c2ccc(F)cc2)CC1,-2.6%,-0.6%,11%,-20%,2%,-1.3%,-6%,22%,-2%,
CCN(CC)CCCNc1ncnc2scc(-c3ccc(F)cc3)c12,-1.2%,0.1%,10%,13%,-4%,-1.4%,6%,20%,6%,
C[C@H]1C(=O)N(C)CCN1C(=O)c1ccccc1OC1CCN(S(C)(=O)=O)CC1,-1.2%,-0.4%,1%,-3%,1%,-1.9%,0%,-1%,-6%,
CCCc1cc(-c2nc(-c3ccc(Cl)cc3)cs2)ccn1,2.5%,3.4%,7%,8%,-2%,/,20%,0%,-6%,
COc1ccc(CCNC(=O)Cc2ccccc2)cc1OC,-1.1%,0.1%,10%,-3%,9%,0.6%,-4%,6%,6%,
O=C(CCc1ccccc1)NC1CCCc2ccccc21 (configuration not stated),-0.3%,-1.0%,4%,6%,-2%,1.6%,5%,-5%,-1%,
CC(OC(=O)c1c2c(nc3ccccc13)/C(=C\c1ccc3c(c1)OCO3)CCC2)C(=O)Nc1ccc(S(N)(=O)=O)cc1 (configuration not stated),47%,-0.5%,-7%,-9%,0%,/,-1%,8%,?,
COc1ccc([C@H]2Cc3cccc(O)c3C(=O)O2)cc1O,/,1.2%,12%,/,/,3.4%,/,/,-7%,
Cn1nccc1C(=O)N1CCCC(C(=O)c2ccc(Oc3ccccc3)cc2)C1 (configuration not stated),-0.9%,-1.9%,-8%,-5%,/,4.0%,-3%,-8%,-5%,
CCn1c(SCC(=O)NCCc2ccccc2)nc2c(c1=O)SC(C)C2 (configuration not stated),0.6%,1.1%,9%,-4%,11%,0.0%,-2%,10%,0%,
O=C(OC1CCN(c2ccc([N+](=O)[O-])cc2)CC1)c1ccccc1,15%,0.5%,8%,18%,-3%,3.5%,-6%,9%,-5%,Dengue-2 NS5 capping pilot replicate=-0.9
O=C(COC(=O)CCc1ccc(S(=O)(=O)N2CCOCC2)cc1)NCc1ccccc1,1.2%,0.0%,3%,1%,3%,1.3%,-9%,-7%,-12%,
COc1cccc(NC(=O)CSc2nc3ccccc3nc2N2CCCC2)c1,-1.2%,-0.2%,-2%,-6%,15%,30µM*,/,8%,3%,
COc1ccc(OCC(O)CN2CCOCC2)cc1 (configuration not stated),-0.9%,0.3%,12%,-12%,12%,2.3%,-2%,-6%,7%,
Cn1nnc2cc(C(=O)NCCC3=CCCCC3)ccc21,-0.1%,-0.5%,5%,-1%,0%,0.3%,-5%,-2%,-13%,
O=S(=O)(Nc1cccc2c1CCCC2)c1cccc(C(F)(F)F)c1,1.8%,0.1%,11%,-2%,14%,19%,11%,15%,-13%,
C=CCN1C(=O)CSc2ccc(C(=O)NCCC3=CCCCC3)cc21,2.6%,5.3%,0%,-9%,6%,1.2%,17%,15%,-6%,
COc1ccc(C2c3c(-c4ccccc4O)n[nH]c3C(=O)N2Cc2ccco2)cc1 (configuration not stated),0.7%,0.2%,11%,4%,22%,12%,-5%,-8%,2%,
CCOc1ccccc1N1CC(C(=O)Nc2ccccc2CC)CC1=O (configuration not stated),1.0%,0.4%,4%,2%,7%,0.9%,-2%,-2%,-5%,
